# HTT cytoprotect = qHTS Multiplex Assay to Identify Dual Action Probes in a Cell Model of Huntington: Cytoprotection (ATP); PC12 HTT-Q103 induced, cytoprotection, ATP luminescence, 40 h; Potency, µM (titrated, usually from 56.4 µM), for the others: cytoprotection (ATP increase), usual class: activators; 230,000 tested, 0.14% active;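 also: % of control where 0% means no effect; nearly all actives have a fitted effect of over 45% in size; toxic huntingtin expression switched on by the ecdysone agonist tebufenozide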
#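 Compounds added alongside 100 nM tebufenozide, which induces toxic Q103 huntingtin exon 1-GFP in stable PC12 cells; surviving cells quantified by luminescent ATP measurement. Medium: phenol red-free DMEM, 5% equine and 5% calf serum.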
# aGlu spleen mod = qHTS Assay for Inhibitors and Activators of Human alpha-Glucosidase From Spleen Homogenate. Lysosomal alpha-glucosidase (Homo sapiens), P10253. human spleen homogenate, 4-MU-alpha-glucoside fluorescence. Potency, µM (series often up to 79.9 µM), without a hit: top-dose activity change, negative = inhibition, hits mostly inhibitors. 240,000 tested, 0.006% active. AID 2112, 2009;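 also: 0% = enzyme with vehicle and -100% = no enzyme basal signal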
#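 AC50 values come from Hill-equation fits of concentration-response data, normalized to no-enzyme and full-activity controls. Enzyme source: 1 ug human spleen homogenate; 1 mM fluorogenic 4-MU glucoside, pH 5.0 citrate buffer, 37 C, 40 min.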
# RGS12 GoLoco inh = qHTS Assay for Inhibitors of RGS12 GoLoco Motif Activity (Red Fluorophore) | Potency, µM (series often up to 61.6 µM), for inactives: at the top dose activity, negative = inhibition, actives largely listed as inhibitors | Guanine nucleotide-binding protein G(i) subunit alpha-1 (Homo sapiens), P63096 | 230,000 tested, 0.44% active | Gai1:RGS12 GoLoco peptide FP, rhodamine, 10 min; active = well fitted inhibition curve with a large enough effect, not every such curve was filed as active; inactive = no such curve, though single readings can be large or run the other way; also: % is scaled to controls: 0 for no effect and ±100 for the full control effect; nearly all actives have a fitted effect of over 30% in size; many of its hits are not listed in these tables
# Target sequence (P63096 whole entry, looked up): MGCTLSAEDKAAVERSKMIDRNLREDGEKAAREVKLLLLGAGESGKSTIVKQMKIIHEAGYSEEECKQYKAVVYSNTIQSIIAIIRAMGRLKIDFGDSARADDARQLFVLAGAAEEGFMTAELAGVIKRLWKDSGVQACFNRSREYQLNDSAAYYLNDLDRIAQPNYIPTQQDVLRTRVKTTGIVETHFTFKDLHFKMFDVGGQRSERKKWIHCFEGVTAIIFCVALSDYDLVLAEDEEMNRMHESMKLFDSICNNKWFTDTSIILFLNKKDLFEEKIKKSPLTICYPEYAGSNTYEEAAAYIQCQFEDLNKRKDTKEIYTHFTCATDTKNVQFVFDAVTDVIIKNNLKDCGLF
# GAA inh = qHTS Assay for Inhibitors of Human alpha-Glucosidase as a Potential Chaperone Treatment of Pompe Disease | Lysosomal alpha-glucosidase (Homo sapiens), P10253 | purified human GAA, 4-MU-alpha-glucoside fluorescence | Potency, µM (series often up to 76.9 µM), for the others: at the top dose activity change, negative = inhibition, hits mostly inhibitors | 200,000 tested, 0.005% active | AID 1466, 2008;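 also: plate controls were uninhibited enzyme wells for no effect and no-enzyme background for full effect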
#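 Enzyme (4 nM final) mixed with compound (up to 77 uM), then 4-MU-alpha-D-pyranoside (400 uM final) added; 20 min at room temperature, pH 5.0. Reaction stopped at pH 10, fluorescence read, AC50 derived by Hill fit.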
# IMPase Li cell = qHTS Assay for Identifying the Cell-Membrane Permeable IMPase Inhibitors: Potentiation with Lithium; CHO-M1 cells, IP1 TR-FRET (IP-One), carbachol + lithium; Potency, µM (doses to about 59.4 µM), without a hit: top-dose activity, negative = IMPase inhibition, hits mostly inhibitors; 210,000 tested, 0.35% active; AID 1457, 2008;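 also: IP1 builds up when IMPase is blocked and the TR-FRET signal falls; plate controls were basal vehicle for no effect and high inhibitor control for full effect; nearly all actives have a fitted effect of over 50% in size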
#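 IP1 accumulation measured by competitive TR-FRET in lysed CHO-M1 cells after 30 min compound exposure at 37C, with a small lithium addition to potentiate weak responses. Hill-equation AC50 from ratio and donor-channel data.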
# HttQ103 aggreg = qHTS Multiplex Assay to Identify Dual Action Probes in a Cell Model of Huntington: Aggregate Formation (GFP); PC12 HttQ103-GFP aggregates, Acumen cytometry, 40 h; Potency, µM (titrated, usually from 46.1 µM), for the others: at the highest dose activity change, negative = inhibition, usual class: inhibitors; 220,000 tested, 1.1% active; AID 1688, 2009; also: % is scaled to controls: 0 for no effect and ±100 for the full control effect; nearly all actives have a fitted effect of over 60% in size
#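 PC12 cells with ecdysone-inducible HTT exon1 Q103-GFP, induced by 100 nM tebufenozide, given compounds in a concentration series. GFP aggregates (1–25 um, 6 SD above background) counted in lysates by laser-scanning cytometry, 488 nm excitation.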
# GAA glycogen mod = qHTS Assay for Inhibitors and Activators of Human alpha-Glucosidase Cleavage of Glycogen. Potency, µM (series often up to 76.4 µM), for the others: top-dose activity change, negative = inhibition, hits mostly inhibitors. AID 2100, 2009. 300,000 tested, 0.38% active. Lysosomal alpha-glucosidase (Homo sapiens), P10253. recombinant GAA, glycogen substrate, Amplex Red glucose oxidase fluorescence;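 also: 0% = full enzyme reaction and -100% = no-enzyme basal signal; the screen sought inhibitors and activators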
#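 Recombinant enzyme (4 nM final) with compounds titrated up to 77 uM and bovine liver glycogen (30 ug) in citrate pH 5.0, 0.01% Tween-20, 37 C 40 min. Released glucose detected by Amplex Red/glucose oxidase (Ex 573/Em 610); AC50 from Hill fits.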
# * marks the source's active call; other numbers are inactive results; ? = inconclusive; · = not tested or not shown; [ ] = remark or other dose. Unless noted, calls follow the shape of the dose curve; as a rule, active = well fitted curve in the direction sought with a large enough effect; inconclusive = small, poorly fitted or top-dose-only effect, or another doubt; inactive = no such curve, though single readings can be large; an effect the other way counts as inactive or inconclusive. Potency is read from the fitted curve at half-maximal effect. Only part of the results is shown, so the mix of outcomes need not match the whole.
SMILES	HTT cytoprotect	aGlu spleen mod	RGS12 GoLoco inh	GAA inh	IMPase Li cell	HttQ103 aggreg	GAA glycogen mod
CCN(CC)S(=O)(=O)c1ccc(Cl)c(C(=O)NCC2CCCO2)c1 (stereo not drawn)	-4%	0%	-1%	?	-8%[38.3 µM]	-10%	7%
CCN1CCN(c2ccc(NC(=O)c3cccc4ncccc34)cc2)CC1	9%	-23%	5%	3%	51%[activator][38.3 µM]	1%	3%
CC(=O)Nc1nc2n(n1)C(c1ccc(F)cc1)C=C(c1ccccc1)N2 (stereo not drawn)	-23%[0.074 µM]	2%	-17%	3%	?	?	12%
COc1ccc(-n2c3c(cc(C#N)c2=O)C(=O)CCC3)cc1	-2%	2%	1%	4%	-11%	7%	6%
Cc1ccc(C(=O)NCCc2nc3ccccc3[nH]2)cc1[N+](=O)[O-]	16%[10 µM]	-1%	-4%	-2%	0%	-7%	-7%
COc1cc(-c2[nH]ncc2CN2CCCC2c2nonc2C)cc(OC)c1OC (stereo not drawn)	-14%[10 µM]	5%	13%	1%	-1%	0%[9.22 µM]	-16%
CCCSc1nc(C)c(C(C)=O)cc1C#N	11%	1%	-14%	-2%	20%[38.3 µM]	15%	-1%
Cc1ccc(C)n1NC(=O)c1ccccc1O	-59%[inhibitor]	1%	12%	-9%	-7%[38.3 µM]	-18%	29%

# 3 compounds from above, sorted by the value under HttQ103 aggreg, lowest first:
structure	HttQ103 aggreg
Cc1ccc(C)n1NC(=O)c1ccccc1O	-18%
Cc1ccc(C(=O)NCCc2nc3ccccc3[nH]2)cc1[N+](=O)[O-]	-7%
CCCSc1nc(C)c(C(C)=O)cc1C#N	15%

# Carrying on.
SMILES	HTT cytoprotect	aGlu spleen mod	RGS12 GoLoco inh	GAA inh	IMPase Li cell	HttQ103 aggreg	GAA glycogen mod
Cc1nc(SCC#N)c2c3c(sc2n1)CCC3	-7%[0.074 µM]	-7%	-2%	2%	20%[38.3 µM]	-19%	-4%
Cc1ccc(S(=O)(=O)c2nc(N3CCOCC3)sc2Cl)cc1	-15%[1.9 µM]	-5%	-1%	-4%	24%[38.3 µM]	14%	-1%
CCC(C)n1c(SCC(=O)Nc2cc(C)on2)nc2ccccc2c1=O (stereo not drawn)	-2%	-4%	12%	-15%	6%[38.3 µM]	9%	-2%
CCC(=O)N1CCc2cc(S(=O)(=O)N3CCc4ccccc43)ccc21	-3%	-6%	-4%	-11%	54%[activator][38.3 µM]	-2%	2%
CC(C)n1cnc2cc(NCc3nc4ccccc4n3C)ccc21	-114%[inhibitor][0.074 µM]	-5%	1%	-1%	15%	9%	-8%
Cc1cccc(C(=O)Oc2ccc(/C=N/NC(=O)c3ccccc3O)cc2)c1	-6%[10 µM]	-2%	4%	0%	7%	-8%	3%
CCN1CCN(C(c2cccc(OC)c2)c2sc3nc(C)nn3c2O)CC1 (stereo not drawn)	-3%[10 µM]	7%	-5%	-1%	-4%	8%	16%
COC(=O)Cc1nc(Nc2ccccc2)sc1C	4%[10 µM]	11%	-15%	3%[15.4 µM]	·	-7%[9.22 µM]	?
COc1cccc(C(=O)Nc2cccc(-c3nnc(-c4ccco4)o3)c2)c1	-55%[inhibitor]	-15%	-1%	-11%	-16%[38.3 µM]	4%	-15%
OC(c1ccccc1)c1cccnc1 (stereo not drawn)	·	10%	-7%	-4%	-12%	-1%	0%
O=C1c2ccccc2C(=O)N1CC1c2ccccc2CCN1C(=O)N1CCOCC1 (stereo not drawn)	1%	-11%	4%	-3%	21%[38.3 µM]	-19%	4%
O=C1CCCC2=C1C(c1ccccc1)CC(=O)N2c1ccc(F)cc1F (stereo not drawn)	-26%	·	1%	-7%	3%	-9%	7%
CCCCn1nc2cc(C(=O)NCc3ccc4c(c3)OCO4)ccc2c1OCC	-4%[10 µM]	-2%	3%	?	11%[38.3 µM]	17%	-10%
O=C(c1ccccc1)c1ccccc1N1C(=O)C=CC1=O	-15%[10 µM]	8%	-33%	2%	·	-17%[9.22 µM]	-6%
COc1cccc(C(=O)Nc2nc(SCc3ccc(Cl)cc3)n[nH]2)c1	16%[10 µM]	3%	6%	·	·	5%[9.22 µM]	-10%
Cc1nn(C2CCS(=O)(=O)C2)c(Cl)c1/C=C/C(=O)OCC(=O)Nc1ccccc1[N+](=O)[O-] (stereo not drawn)	0%	1%	0%	-6%	15%	6%	2%
COc1cc(C=O)ccc1OCCOCCOc1ccc(Cl)cc1	-8%	2%	-6%	-15%	7%[38.3 µM]	9%	2%
COc1cccc(-c2nn(-c3ccccc3)cc2/C=C\C(=O)c2cccs2)c1	-1%	-3%	35%[activator]	-2%	-6%[38.3 µM]	2%	-1%
COc1ccc(N(C)S(=O)(=O)c2ccc(Cl)c(C(=O)NCCc3ccc(Cl)cc3)c2)cc1	1%[10 µM]	3%	59%[activator]	-2%	19%	?	8%
CC1CCCCN1c1ncnc(N)c1[N+](=O)[O-] (stereo not drawn)	11%	·	-5%	-5%	-1%	10µM*	-3%
COc1ccccc1NC(=O)COc1ccccc1C(=O)Nc1ccccc1	12%[10 µM]	0%	6%	-3%	7%	-3%	-19%
CCOC(=O)N1CCC(N(CCN(C)C)C(=S)Nc2ccc(OCC)cc2)CC1	·	1%	2%	-9%	7%	12%	-29%
CCN(CC)S(=O)(=O)c1ccc(C(=O)NC(C)(C)C)cc1	-35%[inhibitor]	-5%	2%	0%	2%	?	-14%
Cc1nc(Nc2ccccc2Cl)sc1C(=O)Nc1ccccc1	10%[10 µM]	-11%	-11%	-5%	7%	?	-13%
CC1(NC(=O)N2CCCCC2)CCS(=O)(=O)C1 (stereo not drawn)	12%	0%	-5%	-13%	-11%[38.3 µM]	1%	-3%
O=C(CCc1nnc(Cc2ccc3c(c2)OCO3)o1)N(CC1CCC1)CC1CCCO1 (stereo not drawn)	-4%[10 µM]	8%	-4%	·	·	5%[9.22 µM]	-7%
CCc1nc(SCC(=O)Nc2nc3c(s2)CCCC3)c2ccccc2n1	25µM*	-6%	10%	1%	10µM*	·	-11%
Cc1nn(C)c(Cl)c1/C=C/C(=O)O	4%[10 µM]	-4%	-18%	4%	-2%	2%	-1%
CN(C)CCNS(=O)(=O)N(C)C	-14%[10 µM]	·	-1%[14.2 µM]	·	-5%	·	·
COc1cccc(NC(=O)N2CCCc3ccccc32)c1	-8%[10 µM]	-3%	3%	8%	12%	0%[9.22 µM]	-5%
COCCCNC(=O)c1cccc(C(=O)NCCCOC)c1	0%[10 µM]	-1%	-2%	3%	-1%[38.3 µM]	3%	-7%
COc1cc(OC)c(/C=N/NC(=O)c2ccncc2)cc1Br	3%	8%	7%	3%	0%	-32%	3%
Cc1ncc([N+](=O)[O-])n1CCOC(=O)c1ccccc1	-8%[1.9 µM]	-6%	-13%	1%	-1%	22%	11%
O=C(Nc1nc2ccc(S(=O)(=O)N3CCCC3)cc2s1)C1CCCCC1	-64%[inhibitor][10 µM]	-9%	1%	-13%	39%[activator][38.3 µM]	-12%	5%
COC(=O)c1cn(C)c2ccc(S(=O)(=O)N3CC(C)CC(C)C3)cc2c1=O (stereo not drawn)	-15%	5%	123%[activator]	?	-15%[38.3 µM]	32%	3%
Cc1ccccc1N(CC(=O)O)S(C)(=O)=O	5%[10 µM]	1%	-8%	6%	1%	-2%	-2%
Cc1ccc2[nH]c3c(=O)n(CCN4CCNCC4)cnc3c2c1	-10%[0.074 µM]	6%	-10%	11%	-9%	10%	3%
CSc1nc(N(C)NC(=O)c2ccc(Cl)cc2)c2ccccc2n1	-77%[inhibitor][10 µM]	-10%	1%	-3%	1%	-20%	2%
O=C(NCCc1ccccc1)c1cc(-c2ccco2)on1	·	-3%	7%	5%	-6%	-7%	8%
c1csc(-c2nnc(NC3CCCCC3)c3ccccc23)c1	-14%[10 µM]	-9%	-6%	?	9%	?	-4%
Cc1ccccc1CSc1nncn1N	15%	2%	-1%	-18%	12%[38.3 µM]	3%	4%
CC(C)(C)NC(=O)CSc1nncn1NCc1c(Cl)cccc1Cl	4%[10 µM]	3%	5%	5%	13%	-1%	4%
Cn1c(SCC(=O)N/N=C/C=C/c2ccco2)nc2ccccc21	·	-8%	8%	-6%	8%	?	-2%
Cc1ccc(-n2c3c(c(=O)[nH]c2=O)C(NS(=O)(=O)c2ccc(Cl)cc2)(C(F)(F)F)C(=O)N3)cc1 (stereo not drawn)	31%[10 µM]	-2%	·	0%	·	-1%	-14%[76.3 µM]
CCCCN(CC)Cc1c(O)ccc2c3c(c(=O)oc12)CCC3	36%[10 µM]	?	7%	·	·	5%[9.22 µM]	1%
COc1ccc(C2(c3ccc(OC)cc3)NC(=O)N(Cn3nnc4ccccc4c3=O)C2=O)cc1	-1%[10 µM]	4%	5%	-12%	10%	7%	-6%
O=C(CSc1n[nH]c(=O)n1C1CC1)c1ccc(F)cc1	9%[10 µM]	-2%	-1%	-3%	·	5%[9.22 µM]	3%
CCc1ccc(/C=C2/C(=O)N(C)C(=S)N2CC(=O)OC)s1	-29%	-3%	16%	0%	10%	0%[9.22 µM]	-8%
COc1ccc(S(=O)(=O)Nc2cc(C(=O)NC3CCCCCC3)ccc2N2CCOCC2)cc1	-8%[0.074 µM]	-12%	1%	-2%	2%[38.3 µM]	-3%	-9%
O=C1CN(C(=O)CNCc2ccc(Cl)cc2)c2ccccc2N1	-8%[10 µM]	-4%	-5%	-6%	·	-6%[9.22 µM]	1%
O=C(Oc1ccccc1C(=O)Oc1ccccc1)c1cccnc1	19%[10 µM]	2%	4%	3%	9%	0%	29%
